Screens deposited in PubChem by several laboratories.
RmlCD inh 1536: M. tuberculosis RmlC/RmlD coupled enzyme inhibitors, primary screen, biochemical, compound mixtures, 384-well, from 1536-well plates. RmlC+RmlD coupled enzyme assay, percent inhibition; primary screen in compound mixtures. inhibition, % at 3.6 µM. dTDP-4-dehydrorhamnose reductase (Mycobacterium tuberculosis (strain ATCC 25618 / H37Rv)) …. actives 0.03% (n = 160,000); in the data active = inhibition mostly above about 34%, no sharp cut-off; note: some results filed as inactive read as strong as hits
Target sequence (P9WH09 whole entry, looked up): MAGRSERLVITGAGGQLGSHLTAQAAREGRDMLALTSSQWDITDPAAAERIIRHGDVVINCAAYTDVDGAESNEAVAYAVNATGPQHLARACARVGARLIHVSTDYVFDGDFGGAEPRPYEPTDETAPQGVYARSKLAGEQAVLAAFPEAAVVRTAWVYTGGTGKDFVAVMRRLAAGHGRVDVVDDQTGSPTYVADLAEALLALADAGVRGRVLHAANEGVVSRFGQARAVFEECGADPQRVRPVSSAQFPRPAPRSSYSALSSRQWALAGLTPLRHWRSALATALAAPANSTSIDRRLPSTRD
Target sequence (P9WH11 whole entry, looked up): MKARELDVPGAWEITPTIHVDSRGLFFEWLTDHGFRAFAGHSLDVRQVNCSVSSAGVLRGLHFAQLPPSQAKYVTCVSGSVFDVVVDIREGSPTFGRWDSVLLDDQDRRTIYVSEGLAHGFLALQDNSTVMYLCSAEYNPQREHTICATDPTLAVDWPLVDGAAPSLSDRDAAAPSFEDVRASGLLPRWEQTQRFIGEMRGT
M. tuberculosis GlmU: inhibition of mycobacterial GlmU enzyme – biochemical, glucosamine-1-phosphate acetyltransferase (AID 1376). Bifunctional protein GlmU (Mycobacterium tuberculosis (strain ATCC 25618 / H37Rv)). actives 0.25% (n = 220,000). M. tuberculosis GlmU acetyltransferase enzyme assay; higher % means a stronger effect. inhibition, %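 (tested at 30 µM in the primary screen)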, or IC50 in µM where a hit was titrated; in the data active = inhibition above about 13%;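 note: 0% = complete reaction with vehicle and 100% = reaction without substrate; strong numbers were not always called active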
An asterisk follows results filed as active; nt = no result given.

SMILES	RmlCD inh 1536	M. tuberculosis GlmU
CS(=O)(=O)c1ccc(C(=O)NCc2ccccc2F)cc1	2	1.4%
CCOc1ccc(N2C(=O)CC(N3CCC(NC(=O)Nc4ccccc4)CC3)C2=O)cc1 (stereo unspecified)	-11	-1.3%
Cc1ccc(OCC(=O)O/N=C(\N)Cc2ccc([N+](=O)[O-])cc2)cc1C	12	2.2%
CCOc1ccc(S(=O)(=O)Nc2ccc(S(=O)(=O)Nc3cc(OC)ccc3OC)cc2)cc1	2	-4.3%
O=C(C(c1ccccc1)c1ccccc1)N1CCOCC1	-7	6.8%
CC(NC(=O)/C(=C\c1cccc([N+](=O)[O-])c1)NC(=O)c1ccco1)C(=O)O (stereo unspecified)	0	-2.5%
COc1ccc(-c2oc3c(OC)c(OC)c(OC)c(O)c3c(=O)c2OC)cc1OC	23	2.7%
CCN(Cc1nc(-c2ccc(Cl)cc2)no1)CC1CCCO1 (stereo unspecified)	-11	-0.1%
N/C(Cc1nc(-c2ccc(Br)cc2)cs1)=N\O	-7	0.6%
O=C(Cn1cc(C(=O)COc2ccccc2)c2ccccc21)NCc1ccco1	nt	-3.4%
COc1ccc(/C(O)=C2/C(=O)C(=O)N(CCN(C)C)C2c2ccc(C)cc2)cc1Cl (stereo unspecified)	1	1.3%
Cc1nc2ccccc2c(=O)n1CCCN1CCOCC1	2	-2.3%
Cc1cc(C)nc(SCc2nc3nc(C)cc(C)n3c2Br)n1	5	3.8%
OCCNCCCCOc1ccc(F)cc1	-16	4.0%
O=C(Nc1ccc2c(c1)OCO2)C1CCN(S(=O)(=O)c2cccs2)CC1	nt	-0.8%
N#CC1=C2SCN(Cc3ccco3)CN2C(=O)CC1c1c(F)cccc1Cl (stereo unspecified)	6	3.0%
O=C(Nc1ccc(Cl)cn1)c1cc2c(s1)-c1ccccc1OC2	8	3.5%
CC(C)(C)NC(=O)C(Cc1ccccc1)NS(=O)(=O)c1ccc2c(c1)CCC(=O)N2 (stereo unspecified)	-13	1.1%
O=C(CCSCCc1ccccn1)Nc1c(F)cc(F)cc1Br	-8	1.8%
COc1ccc(N=C(C)C2=C(O)c3ccccc3C2=O)cc1	-1	-0.5%

A different layout for 16 compounds above.
Results follow in this order: RmlCD inh 1536, M. tuberculosis GlmU
CS(=O)(=O)c1ccc(C(=O)NCc2ccccc2F)cc1
→ 2, 1.4%
CCOc1ccc(N2C(=O)CC(N3CCC(NC(=O)Nc4ccccc4)CC3)C2=O)cc1 (stereo unspecified)
→ -11, -1.3%
Cc1ccc(OCC(=O)O/N=C(\N)Cc2ccc([N+](=O)[O-])cc2)cc1C
→ 12, 2.2%
CCOc1ccc(S(=O)(=O)Nc2ccc(S(=O)(=O)Nc3cc(OC)ccc3OC)cc2)cc1
→ 2, -4.3%
O=C(C(c1ccccc1)c1ccccc1)N1CCOCC1
→ -7, 6.8%
CC(NC(=O)/C(=C\c1cccc([N+](=O)[O-])c1)NC(=O)c1ccco1)C(=O)O (stereo unspecified)
→ 0, -2.5%
COc1ccc(-c2oc3c(OC)c(OC)c(OC)c(O)c3c(=O)c2OC)cc1OC
→ 23, 2.7%
CCN(Cc1nc(-c2ccc(Cl)cc2)no1)CC1CCCO1 (stereo unspecified)
→ -11, -0.1%
N/C(Cc1nc(-c2ccc(Br)cc2)cs1)=N\O
→ -7, 0.6%
O=C(Cn1cc(C(=O)COc2ccccc2)c2ccccc21)NCc1ccco1
→ nt, -3.4%
COc1ccc(/C(O)=C2/C(=O)C(=O)N(CCN(C)C)C2c2ccc(C)cc2)cc1Cl (stereo unspecified)
→ 1, 1.3%
Cc1nc2ccccc2c(=O)n1CCCN1CCOCC1
→ 2, -2.3%
Cc1cc(C)nc(SCc2nc3nc(C)cc(C)n3c2Br)n1
→ 5, 3.8%
OCCNCCCCOc1ccc(F)cc1
→ -16, 4.0%
O=C(Nc1ccc2c(c1)OCO2)C1CCN(S(=O)(=O)c2cccs2)CC1
→ nt, -0.8%
N#CC1=C2SCN(Cc3ccco3)CN2C(=O)CC1c1c(F)cccc1Cl (stereo unspecified)
→ 6, 3.0%

Further records follow.
SMILES	RmlCD inh 1536	M. tuberculosis GlmU
Cc1c(NCc2cc(Cl)cc(Cl)c2O)c(=O)n(-c2ccccc2)n1C	-9	1.2%
Cn1c(O)c(C=NCc2cccs2)c(=O)n(C)c1=O	3	1.0%
CN(C)CCNc1nc(-c2ccco2)c2c(c1C#N)CC(C)(C)OC2	2	-3.4%
O=C(CSc1cn(Cc2cccc(F)c2)c2ccccc12)NCc1ccc(F)cc1	nt	-1.2%
CC(C)CC(=O)NC(NC(=S)Nc1cccc2cccnc12)C(Cl)(Cl)Cl (stereo unspecified)	5	-1.4%
C=CCNC(=O)c1onc(CSc2cc(C)ccc2C)c1C(=O)O	nt	5.3%
CN(C)c1ccc(C(=O)NNC(=O)Nc2ccccc2)cc1	-10	-1.3%
O=C(CSc1nnc(Cc2ccccc2)o1)N1CCCc2ccccc21	-7	0.5%
Cc1ccc(-n2c3c(cc(C(=O)NC4CCSC4=O)c2=O)C(=O)CC(C)(C)C3)cc1 (stereo unspecified)	13	7.1%
CCOC(=O)c1[nH]c2ccc(Br)cc2c1NC(=O)CCN1CCCCC1	-8	-5.3%
O=C(c1ccco1)c1cn(Cc2ccc(Cl)cc2)c2ccccc12	nt	-2.6%
Cc1ccc(C(=O)Nc2ccc3nccnc3c2)cc1	nt	1.5%
CCOC(=O)C1(Cc2cccc(OC)c2)CCN(Cc2ccc(OC)c(OC)c2)CC1	10	-8.7%
O=C(O)c1cccc(NS(=O)(=O)c2ccc3c(c2)C(=O)c2ccccc2C3=O)c1	11	-1.1%
O=C(NCc1cccnc1)C1CCN(S(=O)(=O)c2cccnc2)CC1	nt	0.3%
Cc1ccc(C2c3c(oc4cc(C)c(C)cc4c3=O)C(=O)N2CCCN2CCOCC2)cc1 (stereo unspecified)	nt	-1.2%
O=[N+]([O-])c1cc(/C=N/O)ccc1SCc1ccccc1Cl	-3	3.2%
O=C(CSC1CS(=O)(=O)c2cc([N+](=O)[O-])ccc21)NNC(=O)c1ccccc1 (stereo unspecified)	7	1.6%
Cc1ccc(NC(=S)NNC(=O)CCn2cc(C)cn2)cc1	9	-1.6%
CN(C)c1ccc(C2OC(=O)C3(CCCC3)C(=O)C2(C)C)cc1 (stereo unspecified)	nt	1.0%
O=C(O)c1cc(-c2ccccn2)n[nH]1	nt	-2.1%
CN(C)CCC(c1ccccc1)c1ccccn1 (stereo unspecified)	nt	4.0%
Cc1nc(SCC(N)=O)c([N+](=O)[O-])[nH]1	nt	0.9%
COC(=O)c1ccc(CNC(=O)COC(=O)COc2ccc(OC)cc2)cc1	-10	4.4%
COC(=O)C1=C(c2ccc(S(C)(=O)=O)cc2)C[C@@H]2CC[C@H]1N2C(=O)NCc1ccco1	nt	4.4%
O=C(OCC(O)COC(=O)c1cccnc1)c1cccnc1	4	3.6%
CCC(C)NC(=O)CC(NS(=O)(=O)c1ccc(Cl)cc1)c1ccco1 (stereo unspecified)	8	5.1%
Nc1ccc(S(=O)(=O)N2CCCC2)cc1Cl	-1	0.4%
O=C(CSc1c2c(nc3ccccc13)CCCC2)NCc1ccco1	8	-3.0%
CN(C)c1ccc(C(=O)NCc2ccc3c(c2)CCO3)cc1	nt	4.3%
COCCc1nnc(NC(=O)Cc2ccccc2)s1	12	-0.6%
CCSc1nnc(Cn2c(=O)sc3ccccc32)n1-c1ccc(OC)cc1	3	-2.8%
Cc1oc(-c2ccc3c(c2)OCCO3)cc1C(=O)NCC(=O)O	-30	-2.8%
COC(=O)CSc1nnc(-c2cccnc2)n1C	-1	-3.2%
Cc1cc(C)c(NC(=O)C2CCCN2CCC(C)C)c(C)c1 (stereo unspecified)	nt	-3.4%
COc1ccc(C)cc1Nc1nnc(C)c(=O)[nH]1	-4	1.2%
Cc1cn(COC/C=C/c2ccccc2)c(=O)[nH]c1=O	nt	9.2%
Nn1c(SCc2cccc(F)c2)nnc1-c1ccncc1	nt	3.1%
O=C(Nc1nc2ccccc2[nH]1)C1CCN(S(=O)(=O)c2cccs2)CC1	nt	-1.5%
COC(=O)[C@H](CCSC)NC(=O)NCc1ccccc1F	nt	-1.9%
COC(=O)c1ccc(NC(=O)CCn2cccc2)cc1	nt	3.2%
Cc1ccc(S(=O)(=O)C2(C(=O)N3CCCC(C)C3)CC2)cc1 (stereo unspecified)	6	4.8%
O=C(OCCN1C(=O)c2cccc3c(N4CCOCC4)ccc(c23)C1=O)c1cccc(Cl)c1	-7	1.4%
COc1ccc(F)cc1C(=O)C1CCCN(Cc2c(C)n(C)n(-c3ccccc3)c2=O)C1 (stereo unspecified)	-3	-4.0%
CC(=O)c1cccc(N(C(=O)c2ccco2)C(C(=O)NC2CCCC2)c2ccc(N3CCOCC3)cc2)c1 (stereo unspecified)	nt	6.8%
Cc1cc(C)nc(/N=C2\NC(=O)CC(C(=O)O)N2CCc2c[nH]c3ccccc23)n1 (stereo unspecified)	nt	2.9%
Cc1cccc(C)c1NC(=O)CN(c1ccccn1)S(=O)(=O)c1ccc(F)cc1	16	nt
CNC(=O)C1CC(=O)N(CCc2ccc(OC)c(OC)c2)C(=Nc2ccc(F)cc2)S1 (stereo unspecified)	nt	7.5%
O=C(O)CCC(=O)NCCC1=c2ccccc2=N/C1=C\c1c(O)n(Cc2ccc(F)cc2)c(=S)[nH]c1=O	4	6.1%
COc1ccccc1CNC(=O)C1CCN(C(=O)NC2CCCCC2)CC1	3	-5.7%
Cc1ccc(Oc2cc(NC(=O)CCCn3nc([N+](=O)[O-])c(Cl)c3C)cc([N+](=O)[O-])c2)cc1	nt	7.2%
CC1(C)Cc2c(c(N3CCOCC3)nc3sc(C(N)=O)c(N)c23)CO1	-3	-1.7%
Cc1ccc(NC(=O)COC(=O)Cn2c(C)csc2=O)cc1	8	12%
COc1ccc(NC(=S)NCc2cccs2)cc1OC	34	2.6%
COc1cc(NC(=O)c2cccs2)c(OC)cc1NC(=O)CCC(=O)Nc1cccc2ncccc12	14	-2.2%
CC(C)c1ccc(OCc2ccc(C(=O)O)o2)cc1	nt	-1.6%
COc1cc(/C=C\C(=O)Nc2cc(=O)n(C)c(=O)n2C)cc(OC)c1OC	-4	-3.6%
COc1ccccc1C(=O)NNC(=O)C(=O)NCc1ccccc1	1	-5.3%
CCCCNC(=S)NCc1ccc2c(c1)cc(C)n2C	nt	-11%
CC(C)OC(=O)c1nn2c(C(F)(F)F)cc(-c3ccco3)nc2c1Cl	nt	-3.2%
Next records follow:
SMILES	RmlCD inh 1536	M. tuberculosis GlmU
CC(C)N1CCN(Cc2cnc(N3CCCC3)s2)CC1CCO (stereo unspecified)	nt	-2.2%
Cc1cc(C)n(-c2nnc(C)n2NS(=O)(=O)c2ccc(F)cc2)n1	1	3.1%
C=CCn1c(SCC(=O)NCc2ccc3c(c2)OCO3)nc2scc(-c3ccc(F)cc3)c2c1=O	nt	-2.0%
CN(C)S(=O)(=O)c1ccc(NC(=S)NC(=O)c2ccc(Br)o2)cc1	8	-3.1%
CC(C)CN(CC(C)C)C(=O)Nc1ccccc1F	-11	-1.7%
O=C(Nc1ccc(N2CCN(C(=O)c3cccs3)CC2)cc1)c1cccnc1Cl	9	-2.3%
Cc1noc(COc2ccccc2OCc2onc(C)c2Cl)c1Cl	-10	7.0%
Cc1cc(N2CCCC2)nc2ccc(NC(=S)NC(C)C)cc12	12	-8.3%
CCN(CC)CCOC(=O)CCc1cccc2ccccc12	nt	1.1%
CCOC(=O)C[C@H]1c2cc(F)ccc2S(=O)(=O)N1C1CCCC1	nt	2.1%
CCOC(=O)c1sc(NC(=O)c2cccs2)cc1C	11	-2.6%
O=C(c1ccc2c(c1)N(Cc1ccccc1)CCS2)N1CCCCC1	9	2.9%
COc1cccc(NC(=O)CC(c2ccc(OC(C)C)cc2)c2ccccc2OC)c1 (stereo unspecified)	5	-2.8%
O=C(COC(=O)c1cccs1)NCC1CCCO1 (stereo unspecified)	nt	8.7%
CN(C)c1ccc(/C=c2/sc3n(c2=O)NC2(c4ccccc4)N(C)C(=O)N(C)C2(c2ccccc2)N=3)cc1 (stereo unspecified)	nt	1.7%
O=C(O)CCNC1C=CS(=O)(=O)C1 (stereo unspecified)	-11	-1.5%
CCN(CC)S(=O)(=O)c1ccc(-c2nnc(SCC(=O)N3c4ccccc4CC3C)o2)cc1 (stereo unspecified)	9	-3.6%
COc1ccc(OC(=O)c2cc3ccccc3o2)cc1	nt	-1.9%
C=CCn1c(-c2cccc(Cl)c2)n[nH]c1=S	nt	6.0%
COCCN(CCOC)C(=O)c1sc2nc(-c3ccccc3)cn2c1C	-9	8.7%
Clc1ccccc1CNCc1ccncc1	-4	-1.9%
COC(=O)CCCC1=CC2=C(c3ccccc3)C(=O)C(C)(OC(=O)C3CCCC3)C(=O)C2=CN1Cc1ccco1 (stereo unspecified)	nt	-1.8%
O=C(NCCc1cccc(Cl)c1)c1cc([N+](=O)[O-])ccc1Cl	-10	-0.3%
COc1ccc(NC(=O)C2CCCN(S(=O)(=O)c3c(C)n[nH]c3C)C2)c(OC)c1 (stereo unspecified)	nt	-0.9%
Clc1ccc(-n2ncc3c(N4CCCC4)ncnc32)cc1	nt	1.3%
COc1ccc(N2CCN(Cc3cc(=O)oc4ccc(Cl)cc34)CC2)cc1	nt	-3.8%
Cc1ccccc1CSc1nc2c(c(=O)[nH]1)CCC2	-4	-2.2%
COCCN(CCOC)C(=O)C12CCC(C)(C(=O)C1)C2(C)C (stereo unspecified)	12	4.8%
CC(C)(C)OC(=O)N[C@@H](CCCCNC(=O)OCc1ccccc1)c1nnc([C@H](CCCCNC(=O)OCc2ccccc2)NC(=O)OC(C)(C)C)o1	-9	3.4%
COc1ccc(NC(=S)NC(NC(=O)CF)C(Cl)(Cl)Cl)cc1[N+](=O)[O-] (stereo unspecified)	-1	2.7%

An excerpt; rates above refer to the full screens.
